H69AR growth 86K: blocks growth of human H69AR lung tumor cells; H69AR lung tumor viability, ATP luminescence, 72 h; active compounds read low; viability, % at 10 µM; 85,000 tested, 6% active;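 active means viability at or below 40%; inactive means viability above 40%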;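 further: multidrug resistant small cell line overexpressing MRP-1 efflux transporter; 100% = mean luminescence of untreated control wells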
VCAM1 TNFa inh: reduces TNF alpha induced VCAM1 expression in HUVEC; 95,000 tested, 0.48% active; HUVEC TNFa-induced VCAM-1 immunofluorescence, high-content imaging; inhibition, % at 2 µM; AID 802;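 active means inhibition above the batch mean plus 3 SD, with images confirmed as a hit by eye, cut at about 37% in these data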;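 further: 0% = TNF-stimulated DMSO wells and 100% = unstimulated control wells; not every result past the cut was called active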
HUVEC inhibit: blocks proliferation of human endothelial cells; HUVEC proliferation, CellTiter-Glo luminescence, 72 h; active compounds read low; viability, % at 10 µM (by protocol); 86,000 tested, 1.1% active; AID 648;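 active means viability at or below 30%; inactive means viability above 30%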;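 further: 100% = median luminescence of DMSO-only cell control wells on each plate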
TNFa cytotox: HUVEC cytotoxicity counter-screen, TNF alpha stimulated | HUVEC TNFalpha-stimulated, Hoechst cell count, imaging | AID 848 | cell count reduction, % at 2 µM | 93,000 tested, 0.17% active;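 active means cell count reduction exceeding the screen mean by over 5 SD, scaled to untreated wells per plate, cut at about 78% in these data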;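 further: cells counted after 24 h of TNF alpha exposure following the 1 h pretreatment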
Lung fibro prol: blocks proliferation of human lung fibroblasts; LL 47 human lung fibroblast viability, ATP luminescence; active compounds read low; viability, % at 10 µM; 85,000 tested, 1.1% active;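 active means viability at or below 50% in the single dose screen; inactive means viability above 50%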;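 further: compound exposure lasted 72 h before the ATP readout; 100% = median luminescence of untreated cell-only wells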
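Test system: LL 47 human lung fibroblasts / Incubation: 72 h compound exposure at 37 °C after overnight plating / Technique: luminescent ATP detection, CellTiter-Glo / Compound dosing: 0.1% DMSO in all compound wells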
Pyk2 oligo antag: antagonists of human Pyk2 oligomerization. Q14289. Q293 cells, Pyk2 FERM NanoBiT luminescence; active compounds read low. z-score (the deposit names both 25 µM and 10 µM). 99,000 tested, 0.83% active;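 active means Z-score of -3 or lower, scaled per plate to the spread of control and sample wells; inactive means z-score above -3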;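 further: negative z-score means lost luminescence so less FERM oligomerization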
IL1B cytotox: HUVEC cytotoxicity counter-screen, IL-1B stimulated | HUVEC cell count loss, Hoechst imaging | cell count reduction, % at 2 µM | 94,000 tested, 0.41% active | AID 845;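 active means cell count reduction more than 3 SD above the screen-wide mean, cut at about 70% in these data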;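 further: normalized per plate to untreated control cells as the no-loss baseline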
F-actin modifier: cytoskeleton assembly modification; HUVEC TNFa F-actin phalloidin imaging, high content; inhibition, % at 2 µM; 91,000 tested, 0.18% active;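 active means inhibition above the batch mean plus 3 SD and confirmed as a hit by visual image inspection, cut at about 30% in these data, passing the limit was not always enough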; further: strong numbers were not always called active
Smad3 inh: Smad3 (human) transcription factor binding inhibition; 88,000 tested, 0.29% active; TR-FRET Smad3/Dy647-FoxH1 peptide binding, europium anti-His; inhibition, % at 25 µM; P84022;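 active means compounds that reduce the energy-transfer binding signal between the protein and its labelled peptide by more than half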;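 further: 0% = Smad3 plus labelled peptide maximal FRET and 100% = peptide-only background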
Target sequence (P84022 whole entry, looked up): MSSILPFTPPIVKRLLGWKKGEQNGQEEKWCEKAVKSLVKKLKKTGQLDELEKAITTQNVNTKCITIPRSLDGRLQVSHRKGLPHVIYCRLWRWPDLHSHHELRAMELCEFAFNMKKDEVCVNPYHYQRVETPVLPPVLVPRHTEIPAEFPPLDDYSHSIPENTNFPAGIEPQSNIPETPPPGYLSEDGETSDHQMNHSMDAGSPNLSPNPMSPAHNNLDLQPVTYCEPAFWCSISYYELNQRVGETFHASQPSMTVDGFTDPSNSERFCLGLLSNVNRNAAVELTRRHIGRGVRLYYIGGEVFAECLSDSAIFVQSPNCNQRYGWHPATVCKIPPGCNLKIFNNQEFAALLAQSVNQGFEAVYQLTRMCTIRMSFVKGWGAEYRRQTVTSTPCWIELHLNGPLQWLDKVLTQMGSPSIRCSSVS
Active calls of the source: *; . = not tested or not shown; [ ] = remark or other dose. A portion of the library; rates above refer to the full screens.

nr	molecule	H69AR growth 86K	VCAM1 TNFa inh	HUVEC inhibit	TNFa cytotox	Lung fibro prol	Pyk2 oligo antag	IL1B cytotox	F-actin modifier	Smad3 inh
1	CC1CCN(C(c2cc3cc4c(cc3[nH]c2=O)OCO4)c2nnnn2CC2CCCO2)CC1 (stereo not drawn)	89	-17	86	-20	98	0.96	18	3	-3
2	COc1ccc(NC(=O)C2CCN(S(C)(=O)=O)CC2)cc1Cl	106	36	99	4	101	2.3	1	-13	6
3	Cc1ccc(N=Cc2sc(O)c3ccccc23)cc1	.	1	.	2	.	-0.67	-19	-14	.
4	CCOc1ccc(NC(=O)CSc2nc3ccccc3c(=O)n2CCNC(C)=O)cc1	111	4	108	-14	97	1.6	-9	24	2
5	O=C(CSc1nnc(-c2ccncc2)n1-c1ccccc1)N1CCN(c2ccc(Cl)cc2)CC1	78	-6	95	-3	95	-0.25	8	-2	-5
6	COc1ccc(-c2nn(CC(=O)N(C)C)c(=O)c3ccccc23)cc1	96	0	102	-8	91	0.78	.	-7	7
7	O=C(Nc1ccccc1C(=O)N1CCOCC1)C1CCCO1 (stereo not drawn)	107	23	91	1	95	0.45	2	15	1
8	CCOC(=O)c1ccc(Oc2nc(NC)nc(Nc3ccccc3)n2)cc1	105	23	113	-1	101	-1.2	-10	-7	11[fluorescence artefact?]
9	CCOC(=O)c1ccc(OCc2nc(-c3cccs3)no2)cc1	100	-4	91	-14	97	-0.28	26	5	0
10	Cn1c(=O)[nH]c(=O)c2c1nc(N1CCCCC1)n2CCOc1ccccc1	93	-1	97	9	96	1.4	30	-25	-9[fluorescence artefact?]
11	CSc1ccccc1C(=O)NCc1ccc(S(N)(=O)=O)cc1	98	-15	93	-4	105	0.82	-1	-17	1
12	CCCc1cc(C(=O)N2CCN(S(=O)(=O)c3ccc(OC)c(OC)c3)CC2)cs1	44	-3	84	-7	95	-0.14	10	5	6
13	COc1ccc(C2=NOC(C(=O)NCc3ccccn3)C2)cc1OC (stereo not drawn)	96	-4	102	-10	96	0.7	-8	-5	-1
14	Cn1c(SCC(=O)Nc2ccc(F)cc2)nnc1-c1cccnc1	102	20	112	-25	93	.	-33	-5	5
15	COC(=O)c1c(C)[nH]c(C(=O)COC(=O)Cc2ccc3c(c2)OCCO3)c1C	55	10	97	-33	103	0	-1	-8	0
16	C[n+]1c2n(c3ccccc31)N=C(c1ccc(Br)cc1)CS2	.	-9	.	-16	.	0.8	-28	12	.
17	COc1cc(OC)c(NC(=O)CCc2ccccc2)cc1Cl	57	1	90	-52	93	-0.91	20	.	-10
18	Cn1c(CNc2ccccn2)c(C#N)c2ccccc21	88	.	74	.	83	-0.48	4	.	5
19	COc1ccc(C2C(C(N)=O)=C(C)Nc3nc(-c4ccccc4Cl)nn32)c(OC)c1 (stereo not drawn)	90	.	85	.	97	.	.	.	0
20	O=C(NCc1ccco1)C(c1cccnc1)N(C(=O)Cn1nnc2ccccc21)c1ccccc1 (stereo not drawn)	95	9	103	-8	103	0.1	2	-40	0
21	COc1cc(C2C3=C(Nc4ncnn42)c2ccccc2CC3)cc(OC)c1OC (stereo not drawn)	29*	88*	54	59	50	0.81	23	-10	11
22	CC(NC(=O)c1ccccc1)C(c1cccs1)N1CCOCC1 (stereo not drawn)	98	1	99	14	105	.	9	-8	-5
23	S=C(NCCSCc1ccc(Cl)cc1Cl)Nc1ccccc1	.	9	.	7	.	-0.41	-15	-2	.
24	O=c1c(Cl)c(N2CCN(S(=O)(=O)c3ccc(F)cc3)CC2)cnn1-c1cccc(Cl)c1	.	-6	.	2	.	1	-25	-22	.

2 of the compounds above, with two lines to a compound:
Every second line gives: H69AR growth 86K | VCAM1 TNFa inh | HUVEC inhibit | TNFa cytotox | Lung fibro prol | Pyk2 oligo antag | IL1B cytotox | F-actin modifier | Smad3 inh
20) O=C(NCc1ccco1)C(c1cccnc1)N(C(=O)Cn1nnc2ccccc21)c1ccccc1 (stereo not drawn)
→ 95 | 9 | 103 | -8 | 103 | 0.1 | 2 | -40 | 0
21) COc1cc(C2C3=C(Nc4ncnn42)c2ccccc2CC3)cc(OC)c1OC (stereo not drawn)
→ 29* | 88* | 54 | 59 | 50 | 0.81 | 23 | -10 | 11

Pulled by compound from the entries so far (six):
nr	molecule	H69AR growth 86K	VCAM1 TNFa inh	HUVEC inhibit	TNFa cytotox	Lung fibro prol	Pyk2 oligo antag	IL1B cytotox	F-actin modifier	Smad3 inh
23	S=C(NCCSCc1ccc(Cl)cc1Cl)Nc1ccccc1	.	9	.	7	.	-0.41	-15	-2	.
20	O=C(NCc1ccco1)C(c1cccnc1)N(C(=O)Cn1nnc2ccccc21)c1ccccc1 (stereo not drawn)	95	9	103	-8	103	0.1	2	-40	0
17	COc1cc(OC)c(NC(=O)CCc2ccccc2)cc1Cl	57	1	90	-52	93	-0.91	20	.	-10
8	CCOC(=O)c1ccc(Oc2nc(NC)nc(Nc3ccccc3)n2)cc1	105	23	113	-1	101	-1.2	-10	-7	11[fluorescence artefact?]
9	CCOC(=O)c1ccc(OCc2nc(-c3cccs3)no2)cc1	100	-4	91	-14	97	-0.28	26	5	0
4	CCOc1ccc(NC(=O)CSc2nc3ccccc3c(=O)n2CCNC(C)=O)cc1	111	4	108	-14	97	1.6	-9	24	2

Carrying on.
nr	molecule	H69AR growth 86K	VCAM1 TNFa inh	HUVEC inhibit	TNFa cytotox	Lung fibro prol	Pyk2 oligo antag	IL1B cytotox	F-actin modifier	Smad3 inh
25	Cc1ccccc1C(=O)Nc1ccccc1C(=O)N/N=C\c1ccco1	.	14	.	0	.	-1.3	-21	-13	.
26	O=C(CSc1nc2cccnc2n1Cc1ccccc1)NC1CCCCC1	85	-4	105	-9	100	-0.99	11	-11	5
27	Clc1cccc(CSc2nnc(-c3sccc3-n3cccc3)o2)c1	.	-3	.	-7	.	-3.2*	12	.	.
28	COC(=O)C1=C(C)N=C2SCCC(=O)N2C1c1ccc(C(=O)OC)cc1 (stereo not drawn)	92	2	98	-13	97	-0.32	-11	6	-6
29	Cc1ccc(CNc2cc(-c3nn4c(C)nnc4s3)ccc2C)s1	59	35	36	9	62	-0.32	-17	-5	-2
30	COC(=O)Cc1cc(=O)n2[nH]c(SC)nc2n1	105	-19	100	-4	101	-0.46	3	-2	-11
31	O=C(Nc1ccc2c(c1)OCO2)N1CCN(S(=O)(=O)c2ccc(Cl)cc2)CC1	81	6	94	.	85	-0.43	38	-20	-6
32	COCCN1C(=O)c2oc3ccccc3c(=O)c2C1c1ccc(O)c(OC)c1 (stereo not drawn)	99	.	103	.	106	.	.	.	-7
33	N#Cc1nc(COc2ccc(Cl)cc2Cl)oc1N1CCOCC1	91	-24	90	-18	90	-1.2	-14	6	-15
34	CCN(CC)CCCNC(CC(=O)O)C(=O)O (stereo not drawn)	101	.	113	.	101	.	.	.	-6
35	NC(=O)C1CCN(C(=O)CSc2nc3ccccc3s2)CC1	90	2	108	-3	97	0.86	17	-12	-5
36	O=C(NCc1cccnc1)c1cc(-c2ccccc2)on1	91	8	96	-30	100	-0.85	-17	4	-2
37	COc1cccc(-n2nnnc2SCC(=O)c2cc(OC)ccc2OC)c1	40	.	74	.	95	.	.	.	4
38	COC(=O)c1ccc(C(=O)OC)c(NC(=O)CSCc2ccc(Cl)cc2)c1	.	-7	.	-3	.	-0.78	-13	-1	.
39	COc1ccc(-c2nnc(SCC(=O)/C(C#N)=C(\C)N)o2)cc1	96	-3	96	-21	111	1.1	.	11	3
40	COc1cc(-c2nn3c(Cc4ccccc4)nnc3s2)cc(OC)c1OC	71	-6	90	-25	96	-1.7	-11	35	-7

Single records, from the list above:
NC(=O)C1CCN(C(=O)CSc2nc3ccccc3s2)CC1 reads H69AR growth 86K: 90; VCAM1 TNFa inh: 2; HUVEC inhibit: 108; TNFa cytotox: -3; Lung fibro prol: 97; Pyk2 oligo antag: 0.86; IL1B cytotox: 17; F-actin modifier: -12; Smad3 inh: -5
CCN(CC)CCCNC(CC(=O)O)C(=O)O (stereo not drawn) reads H69AR growth 86K: 101; VCAM1 TNFa inh: .; HUVEC inhibit: 113; TNFa cytotox: .; Lung fibro prol: 101; Pyk2 oligo antag: .; IL1B cytotox: .; F-actin modifier: .; Smad3 inh: -6

Values by screen from the list:
TNFa cytotox, compounds 29–33: 9, -4, ., ., -18
HUVEC inhibit, compounds 29–33: 36, 100, 94, 103, 90

New compounds follow.
nr	molecule	H69AR growth 86K	VCAM1 TNFa inh	HUVEC inhibit	TNFa cytotox	Lung fibro prol	Pyk2 oligo antag	IL1B cytotox	F-actin modifier	Smad3 inh
41	COc1ccc(Nc2nc(N)nc(SCc3nnc(C)s3)n2)cc1	98	17	105	0	103	0.75	7	6	1
42	Cc1ccccc1NS(=O)(=O)c1ccc(F)cc1	98	3	83	2	93	0.08	-18	4	4
43	COc1cccc(-c2nnc(SCC(=O)Nc3cc(C)ccc3OC)n2N)c1	92	6	100	-4	97	-0.03	-15	-15	3
44	COc1cccc(NC(=O)C(NCCC(C)C)c2ccccc2)c1 (stereo not drawn)	.	-1	.	-35	.	-0.67	1	23	.
45	CCOC(=O)c1ccccc1NC(=O)c1cn(CC)c2nc(C)ccc2c1=O	104	.	105	.	93	.	.	.	5
46	COCCNC(=O)C(C)OC(=O)c1cc2occc2n1C (stereo not drawn)	98	22	94	-9	102	0.75	.	9	9
47	CCCc1ccc(Oc2cc(C)nc(N3CCOCC3)n2)cc1	97	19	113	-22	102	0.07	-7	-2	-4
48	Cc1ccc2nc(N3CCOCC3)c3nncn3c2c1	78	.	96	.	97	.	.	.	-2
49	CC(C)OCCCNC(=O)C1CCC(=O)N1C1CCCC1 (stereo not drawn)	89	-3	88	-19	87	1	2	-1	-6
50	Cc1cc(NC(=O)COn2nnc3ccc(Cl)cc32)no1	94	.	97	.	103	1	.	.	-1[fluorescence artefact?]
51	COC(=O)COc1ccc(S(=O)(=O)Nc2ccccc2C(=O)OC)cc1	91	15	95	-26	100	1.2	21	8	18[fluorescence artefact?]
52	Cc1ccc(NC(=O)N2CCC(C(=O)NCc3ccccc3)CC2)cc1	88	13	104	-22	103	-0.16	-11	5	10
53	C=CCn1c(=O)c2ccccc2n2c(SCC(=O)NCc3cccs3)nnc12	81	.	95	.	95	0.57	.	.	0
54	O=C(CCN1CCCC1)Nc1ccccc1	117	1	98	-35	102	0.28	-109	7	-2
55	O=C(COc1cccc2ccccc12)NNC(=O)Nc1ccccc1	.	-3	.	-20	.	-0.57	3	-5	.
56	CCCCC(=O)NCCNc1nc2c(c(=O)n(C)c(=O)n2C)n1Cc1ccc(F)cc1	71	-10	102	-8	99	0.46	11	29	6
57	CCOC(=O)c1oc2ccccc2c1NC(=O)c1cc(OC)cc(OC)c1	70	19	96	-17	100	-2.1	-18	-2	3
58	CC(C)(C)c1ccc(OCC(=O)NNC(=O)Cc2cccs2)cc1	.	-1	.	-10	.	1.5	-19	27	.
59	Cc1nn(Cc2c(F)c(F)c(F)c(F)c2F)c(C)c1NC(=O)c1ccc(COc2ccccc2Cl)cc1	.	13	.	0	.	-0.09	0	12	.
60	O=C(Nc1ccc(-c2csc(-c3ccccc3)n2)cc1)c1ccccc1	.	8	.	8	.	0.64	-41	22	.
61	N#CC1=C(N)NC(SCC(=O)O)=C(C#N)C12CCCC2	88	-5	103	-32	99	0.6	19	-3	7

Screening data as filed in PubChem BioAssay.
